12-LOX inh – Primary qHTS assay for inhibitors of human arachidonate 12S-lipoxygenase (ALOX12): Round 2 | purified 12hLO, xylenol orange hydroperoxide absorbance | Potency, µM (series often up to 108 µM), without a hit: at the top dose activity change, negative = inhibition, most hits filed as inhibitors | 580,000 compounds, 1.1% hits; active = well fitted inhibition curve with a large enough effect; inconclusive = small, poorly fitted or top-dose-only effect, or another doubt; inactive = no such curve, though single readings can be large or run the other way
Target sequence (P18054 whole entry, looked up): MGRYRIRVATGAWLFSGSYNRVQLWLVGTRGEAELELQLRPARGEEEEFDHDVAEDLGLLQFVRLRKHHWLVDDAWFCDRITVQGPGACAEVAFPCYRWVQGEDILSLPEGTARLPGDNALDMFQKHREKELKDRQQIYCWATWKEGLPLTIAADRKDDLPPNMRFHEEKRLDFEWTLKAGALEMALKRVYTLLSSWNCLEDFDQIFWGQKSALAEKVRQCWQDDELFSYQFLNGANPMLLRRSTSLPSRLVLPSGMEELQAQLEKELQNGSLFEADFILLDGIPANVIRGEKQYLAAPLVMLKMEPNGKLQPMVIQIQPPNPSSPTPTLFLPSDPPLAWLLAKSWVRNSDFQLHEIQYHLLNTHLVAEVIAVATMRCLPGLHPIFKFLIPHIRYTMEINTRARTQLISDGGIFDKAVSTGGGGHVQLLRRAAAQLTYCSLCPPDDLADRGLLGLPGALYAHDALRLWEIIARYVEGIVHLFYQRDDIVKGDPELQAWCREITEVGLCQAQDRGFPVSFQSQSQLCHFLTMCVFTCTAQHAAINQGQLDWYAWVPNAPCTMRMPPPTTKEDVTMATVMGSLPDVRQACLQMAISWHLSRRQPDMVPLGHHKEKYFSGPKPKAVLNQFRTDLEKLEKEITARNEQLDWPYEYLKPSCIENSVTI
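Purified human 12hLO at 150 nM in 25 mM Hepes, 0.01% Triton X-100, pH 7.0, preincubated 15 min at room temperature with compound. Reaction started with 40 uM arachidonic acid, 30 min at room temperature. Hydroperoxide measured by Fe-xylenol orange, 573/405 nm absorbance ratio.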
Numbers without * were called inactive; ? = inconclusive; [ ] = remark or other dose. % is scaled to controls: 0 for no effect and ±100 for the full control effect; potency is read from the fitted curve at half-maximal effect.

12-LOX inh | SMILES
? | Cc1ccc(Nc2nc(C(N)=O)c(NC(=O)CC34CC5CC(CC(C5)C3)C4)s2)cc1
6.3% | Cc1ccccc1COc1ccccc1C=O
24.3% | COc1cccc(CNC(=O)c2nnn3c2COC(c2ccc(C)cc2)C3)c1 (stereo not drawn)
-21.5%[176 µM] | COc1ccc(-c2ccc3ncc(Nc4cccnc4OC)n3n2)cc1OC
17.1% | Cc1ccc2nc(C(=O)N3CCN(c4cccc(Cl)c4)CC3)cn2c1
-12.8% | O=C(O)c1cccc2c1CCN2S(=O)(=O)c1ccccc1F
1.5% | CC1=C(C(=O)Nc2cc(C)cc(C)c2)C2(CCCCCC2)OC1=O
12.9% | CC1=NS(=O)(=O)N(C)C=C1C(=O)OCc1nc(-c2ccccc2C)no1
-1.3%[176 µM] | CCCNC1(Cc2cc(COc3ccccc3)on2)COC1
? | CCOc1cccc(CN2CCC3(Cc4ccccc4CNC3=O)C2)c1 (stereo not drawn)
11.3% | CSCC(=O)N1C[C@@H](NC(=O)Nc2ccc(F)cc2F)C[C@H]1C(=O)N(C)CC(N)=O
-1.2% | O=C(CSc1ncnc2ccccc12)Nc1ccccc1C(=O)Nc1ccccc1
-4.5% | NC(N)=N/N=C/CCC1CCCCC1
44.5%[activator] | O=C(NC1CCCN(c2nc3ncccc3o2)C1)c1ccc(Cl)nc1 (stereo not drawn)
11.8% | CCC(=O)Nc1ccc(-c2nnc3n2CCCC3)cc1
41.1% | COc1cccc(Oc2c(C)oc3cc(OCc4ccc(F)cc4)ccc3c2=O)c1
? | COc1cccc(N2CCN(C(=O)CCC[C@H]3NC[C@@H]4C[C@H]3CN(Cc3ccccc3)C4)CC2)c1
57.5%[activator] | COC(=O)C(C)NC(=O)N1CCC2(CC1)NC(=O)c1ccccc1O2 (stereo not drawn)
? | Cc1cc(=O)oc2cc(OCC(=O)Oc3ccc4ccccc4c3)ccc12
-13.1% | Clc1ccc(-c2cn[nH]c2)cc1
? | C[C@H](NC(=O)C[C@@H]1C[C@@H]2c3cc(NC(=O)C4CCC4)ccc3O[C@@H]2[C@@H](CO)O1)c1ccccc1
-51.2% | O=C(Cc1ccccc1)Nc1c(NCC2CCCCC2)c2ccccc2oc1=O
-13.9% | CC(OC(=O)c1cc2cc(F)ccc2s1)C(=O)N1CCNC1=O (stereo not drawn)
-20.2% | CN1CCN(c2ccc(NC(=O)c3cc(F)cc(F)c3)nc2)CC1
20.4% | N#Cc1cccc(CN2CC(CNC(=O)C3CCOCC3)C3(C2)CN(c2ccccc2)C3)c1 (stereo not drawn)
1.6% | C=C1CCC2[C@](C)(CO)C(O)CC[C@]2(C)C1CC=C1C(=O)OCC1O (stereo partly drawn)
? | CCOc1ccccc1NC(=O)C1CCN(c2nc3ccccc3o2)CC1
? | CCCn1c(N)c(N2CCOCC2)c(=O)n(CC(=O)Nc2ccc(C)cc2)c1=O
? | CC(=O)N1Cc2ccccc2CC2(CCCN(CCc3ccc(C)cc3)C2)C1 (stereo not drawn)
46.6% | CN1CCN(C(=O)CCc2ccc(=O)[nH]n2)CC12CCNC(=O)CC2 (stereo not drawn)
-11.0% | CCn1c(CO)nnc1C1CC(NC(=O)c2cccc3c2OCCO3)C1 (stereo not drawn)
-10.9% | CCc1nc2ccccc2c(C(=O)OCC(=O)NC(=O)NC(C)C)c1C
-58.3% | COCCn1cc(C(=O)NCCc2ccccc2C)ccc1=O
? | S=C(NCc1ccccc1)Nc1ccc(Cl)c(Cl)c1
30.2% | CCC(=O)N(C1CCOCC1)C1CCN(Cc2ccc(C)o2)CC1
17.1%[176 µM] | COc1cccc(-c2nnnn2[C@H]2CO[C@H]3[C@@H]2OC[C@@H]3NC(=O)c2ccc(C)cc2)c1
38.7%[activator] | COc1ccccc1C(=O)Nc1ccnn1C1CCN(C(=O)CCN)CC1
-23.1% | CCc1c(C)nc(SCc2nc(-c3cccc(C)c3)oc2C)[nH]c1=O
-6.8% | COc1ccc(-c2nccn3cc(C(=O)NCc4cccnc4)nc23)cc1
-14.3% | O=C(NCCCOCC1CCCO1)c1cc(=O)c2ccccc2o1 (stereo not drawn)
19.2% | Cc1ccc(OCCn2c(CN3CCCCC3)nc3ccccc32)cc1
8.9% | CCCn1c(=O)n(CC(=O)NC2(c3noc(C)n3)CCCC2)c2ccccc21
0.5% | O=C(CC[C@@H]1CNC(=O)[C@@H]2C[C@H](NC(=O)c3ccc(F)c(Cl)c3)CN12)NCc1ccccc1
? | CCOCCCNc1oc(-c2cccc3ccccc23)nc1C#N
? | O=C(c1cccc(Cl)c1)N1CCCC(c2nn(-c3cccc(Cl)c3)c(=O)[nH]2)C1 (stereo not drawn)
8.9% | CC(C)CC(=O)NCc1cccs1
-6.1% | CCc1ccc(C(=O)COC(=O)C(NC(=O)c2ccc(CC)cc2)C(C)C)cc1 (stereo not drawn)
21.9% | Cn1cc([C@@H](NC(=O)CCC2=NNC(=O)CC2)C2CC(O)C2)cn1 (stereo partly drawn)
? | O=C1CC(c2ccc3c(c2)OCO3)c2ncn(-c3cccc(C(F)(F)F)c3)c2N1 (stereo not drawn)
-0.4% | CN(Cc1ccc(Cl)cc1)C(C(=O)NC1CC1)c1ccc(F)cc1 (stereo not drawn)
6.31µM* | Cc1ccccc1C(=O)Nc1ccc2nc(N3CCN(C4CCCCC4)CC3)cc(C(=O)O)c2c1
6.3% | CCO[C@H]1CN(C(=O)c2ccccc2Cc2ccc(C)c(F)c2)C[C@@H]1O
? | CCOC(=O)c1cccc(NC(=O)NCc2cccn2Cc2cccc(F)c2)c1
-7.3% | COC(=O)[C@]12C[C@H](CC(=O)N3CCSCC3)C(=O)N(Cc3ccc4c(c3)OCO4)C1=C[C@H](COCc1ccccc1)O[C@@H]2C
2.8% | O=C(CCOc1ccccc1)Nc1cnc2ccccc2c1
10.5% | Cc1c(-c2ccccc2)c(=O)oc2cc(OCC(=O)OC(C)C)ccc12

New compounds follow.
12-LOX inh | SMILES
15.1%[6.33 µM] | Cn1ccc(C(=O)N2CC3ON=C(C(=O)N4CCN(c5ncccn5)CC4)C3C2)n1 (stereo not drawn)
4.9%[176 µM] | Oc1ccccc1CN1CCNc2cnc(Oc3ccccc3)cc2C1
-3.5% | COc1ccc(Cl)cc1NC(=O)Cn1c(N2CCN(c3ccccc3)CC2)nc(C)cc1=O
-23.2% | CCOCCN1C[C@]23C=C[C@H](O2)C(C(=O)N2CCC(F)(F)CC2)C3C1=O (stereo partly drawn)
-4.0% | COc1ccc(Oc2cc(CNS(=O)(=O)N3CCCCCC3)ccn2)cc1
26.1% | CCCn1c(SCC(N)=O)nc2c1c(=O)[nH]c(=O)n2C
23.2% | COc1cc(OC)c(NC(=O)Cn2c(C)cc3nc4n(c(=O)c32)CCCC4)cc1Cl
41.8% | Fc1ccc(Oc2nc3ccccc3s2)c(Br)c1
-13.7% | CN(CC(=O)NC(=O)NCC(F)(F)F)Cc1cccc(F)c1
0.2% | Cc1cc(NC(=O)NCC(c2ccc(C)o2)N2CCOCC2)no1 (stereo not drawn)
? | Cn1ncc(N2CCC(C(=O)Nc3ccccc3CCc3ccccn3)C2)cc1=O (stereo not drawn)
-1.1%[176 µM] | COCCN1C(=O)[C@@H]2C[C@@H](CN2Cc2ccc3ccccc3n2)Oc2ccccc21
? | Cc1ccc(CNC(=O)c2ccc3c(Cl)c4c(nc3c2)CCCC4)cc1
-23.6% | CC(C)c1noc(-c2ccc(N(C)CC(O)c3ccccc3)nc2)n1 (stereo not drawn)
46.3%[activator][176 µM] | COc1ccc(CN2CC3(C2)NC(=O)c2ccccc2O3)cc1
? | O=C(O)Cn1nc(C2CCOCC2)nc1CC1NC(=O)NC1=O (stereo not drawn)
-12.8% | O=c1c2ccccc2n2c(-c3ccc(O)cc3)nnc2n1Cc1ccccc1Cl
3.7%[176 µM] | O=C([C@H]1O[C@H](CCN2CCOCC2)CC[C@@H]1O)N1CCN(c2ccc(F)cc2)CC1
0.1% | CC(C)Cc1cc(Cn2cc(-c3cncnc3)nn2)no1
21.9% | Cc1nc(CCNC(=O)c2c[nH]c3ccccc23)cs1
229.6%[activator] | CCCCCS(=O)(=O)CCCCCCCCCCn1c(-c2ccc(O)cc2)c(C)c2cc(O)ccc21
21.8%[176 µM] | NC(=O)[C@@H](Cc1ccccc1)NC(=O)C1=C[C@@H](NC(=O)c2cccnc2)[C@@H](O)[C@H](O)C1
50.6%[activator] | COc1ccc(NC(=O)CCn2cnnn2)cc1NC(=O)c1ccccc1
39.1% | CCc1noc(-c2cn(C3CCN(C(=O)c4cccn4C)CC3)nn2)n1

6 entries from above, with bars between the fields.
SMILES | 12-LOX inh
COc1ccc(NC(=O)CCn2cnnn2)cc1NC(=O)c1ccccc1 | 50.6%[activator]
Cc1nc(CCNC(=O)c2c[nH]c3ccccc23)cs1 | 21.9%
O=c1c2ccccc2n2c(-c3ccc(O)cc3)nnc2n1Cc1ccccc1Cl | -12.8%
NC(=O)[C@@H](Cc1ccccc1)NC(=O)C1=C[C@@H](NC(=O)c2cccnc2)[C@@H](O)[C@H](O)C1 | 21.8%[176 µM]
O=C([C@H]1O[C@H](CCN2CCOCC2)CC[C@@H]1O)N1CCN(c2ccc(F)cc2)CC1 | 3.7%[176 µM]
CCCCCS(=O)(=O)CCCCCCCCCCn1c(-c2ccc(O)cc2)c(C)c2cc(O)ccc21 | 229.6%[activator]

Six compounds already listed, arranged by SMILES length, descending.
12-LOX inh | SMILES
229.6%[activator] | CCCCCS(=O)(=O)CCCCCCCCCCn1c(-c2ccc(O)cc2)c(C)c2cc(O)ccc21
-12.8% | O=c1c2ccccc2n2c(-c3ccc(O)cc3)nnc2n1Cc1ccccc1Cl
39.1% | CCc1noc(-c2cn(C3CCN(C(=O)c4cccn4C)CC3)nn2)n1
50.6%[activator] | COc1ccc(NC(=O)CCn2cnnn2)cc1NC(=O)c1ccccc1
? | O=C(O)Cn1nc(C2CCOCC2)nc1CC1NC(=O)NC1=O (stereo not drawn)
0.1% | CC(C)Cc1cc(Cn2cc(-c3cncnc3)nn2)no1

(more compounds)
12-LOX inh | SMILES
10.0% | COc1nn(C)c2nc(C)c(CCC(=O)NC3CCCC3)c(C)c12
19.1%[176 µM] | CC(=O)Nc1ccc(CNC2(Cc3cc(CN(C)Cc4ccccc4)on3)COC2)cc1
-4.0% | CCc1ccc(NC(=O)Cn2nc3c(cc2=O)CC(C)CC3)cc1 (stereo not drawn)
41.3%[activator] | O=C(NCCc1ccccn1)C1CC(=O)N(c2n[nH]c3cccc(F)c23)C1 (stereo not drawn)
23.9% | O=C1NCCCCCN(C(=O)NCc2ccccc2)[C@H]2CCCC[C@@H]12
-3.6% | CN(C)C(=O)c1cccnc1OC1CCN(S(=O)(=O)c2cccc(C(F)(F)F)c2)C1 (stereo not drawn)
? | Cc1ccccc1CC(=O)Nc1cc(S(=O)(=O)N2CCOCC2)ccc1N1CCOCC1
35.7%[activator] | COCCOCC(=O)N1CCC2(CC1)CC(N1CCCCC1)CCO2 (stereo not drawn)
-1.9% | CNC(=O)c1ccc(/C=C/C(=O)C(C#N)c2ccccn2)cc1 (stereo not drawn)
-46.7% | CCOC(=O)c1c(C)[nH]c(C(=O)OC(C)C(=O)Nc2ncc(Cl)cc2Cl)c1C (stereo not drawn)
55.8%[activator] | CN(C)C[C@@H]1CN(c2ncccn2)C[C@H]1NC(=O)c1cnn(C)c1
15.7%[176 µM] | CC1(c2cccnc2)N(CC2CC2)C(=O)OC12CCN(C(=O)c1ccccc1)CC2 (stereo not drawn)
? | CCOC(=O)c1cccc(NS(=O)(=O)c2c(-c3ccc(C)cc3)csc2C(=O)OC)c1
32.9%[activator] | O=C(CCc1ccccc1)N1CCC(CCOc2ccccc2F)C1 (stereo not drawn)
0.6%[176 µM] | CNC(=O)[C@@H](C1CC1)N1CCC[C@H]1C(=O)NC(C)C
67.7%[activator][176 µM] | N#Cc1ccc(CNC(=O)[C@@H]2Cc3nc[nH]c3CN2Cc2ccccc2)cc1
44.6%[activator] | O=C(Cc1ccccc1F)N1CCC2(CCCCO2)CC1
6.6% | COc1ccc(-c2cc3c(=O)n(CCNC(=O)Cc4ccc(C)cc4)ccn3n2)cc1
? | CN(CC(=O)N1CCC(CCOc2ccc(F)cc2)C1)S(=O)(=O)c1cccs1 (stereo not drawn)
35.0%[activator] | Cc1ccc(CN2CCC(N3CC(OCC4CC4)C34CCOCC4)CC2)s1 (stereo not drawn)
-2.7% | CC/C=C(/C)C(=O)NCC(c1ccsc1)N(C)C (stereo not drawn)
-10.3% | Cc1ccc(NC(=O)CSC2=NC(C)(C)N=C2c2ccc(Cl)cc2)cc1C
25.0% | CN(CC(=O)N(C)C)Cc1ccc(F)c2cccnc12
32.0% | CC(=O)Nc1ccc(OCc2ccccc2)cc1
4.5% | CCc1ccc(C2CC(=O)NC3=C2C(=O)CC(C)(C)C3)cc1 (stereo not drawn)
? | Cn1ncc(N2CCC(CNC(=O)c3cn(CCN)nn3)C2)cc1=O (stereo not drawn)
? | N#Cc1cccc(-c2cc(NCc3cccs3)ncn2)c1
? | Cc1ccc(C)c(-c2cc3ccccc3[nH]2)c1
? | O=C(Nc1ccc(-c2noc(-c3ccccc3Br)n2)cc1)c1ccc(Br)o1
-8.9% | CS(=O)(=O)N1CCN(Cc2nc3ccsc3c(=O)[nH]2)CC1
12.3% | O=C(NC1CCCC1)NC1CC(c2nnc(CO)n2C2CC2)C1 (stereo not drawn)
39.4%[activator] | CC(=O)N1CC2(Cc3ccccc31)CN(C(=O)c1ccccc1Cl)C2
? | O=C(/C=C/c1ccc(Cl)cc1)c1ccc(O)cc1
15.1% | Cc1noc(-c2cn(C3CCCN(C(=O)c4ccc(Cl)s4)C3)nn2)n1 (stereo not drawn)

Only part of the results is shown; rates above refer to the full screens.
